S1P2 agonist: S1P2 receptor agonists, primary screen, cell-based; Sphingosine 1-phosphate receptor 2 (Homo sapiens), O95136; S1P2-expressing cell line, agonist reporter read-out; activation, % at 4.5 µM; 97,000 compounds, 0.46% hits; in the data active = activation above about 16%;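 also: 0% = vehicle low control and 100% = maximal reference agonist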
Target sequence (O95136 whole entry, looked up): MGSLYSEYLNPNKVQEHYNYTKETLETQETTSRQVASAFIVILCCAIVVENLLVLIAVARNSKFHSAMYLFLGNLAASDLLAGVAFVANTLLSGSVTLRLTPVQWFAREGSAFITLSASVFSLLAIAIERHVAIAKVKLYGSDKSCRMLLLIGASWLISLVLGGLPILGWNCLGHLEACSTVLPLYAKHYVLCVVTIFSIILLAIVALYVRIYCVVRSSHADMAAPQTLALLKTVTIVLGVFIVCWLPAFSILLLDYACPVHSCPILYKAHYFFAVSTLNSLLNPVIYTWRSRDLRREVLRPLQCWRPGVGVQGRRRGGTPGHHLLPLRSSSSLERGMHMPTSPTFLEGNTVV
PostGolgi ctrl: growth inhibition of yeast control strain, primary screen, counter-screen for post-Golgi transport modulator project; 98,000 compounds, 5% hits; AID 738, 2007; efflux-deficient yeast background strain, growth absorbance A615, 16 h; inhibition, % at 10 µM
sEH inhibitor: soluble epoxide hydrolase inhibitors, primary screen, biochemical, human sEH | Bifunctional epoxide hydrolase 2 (Homo sapiens), P34913 | recombinant human sEH enzymatic activity assay | inhibition, % at 2 µM | 91,000 compounds, 0.34% hits | AID 707, 2007; in the data active = inhibition above about 80%; also: values of inactives mirror those of a sister screen read the other way; many of its hits are not listed in these tables
S1P2 blocker: human S1P2 receptor antagonists, primary screen, cell-based; cell-based S1P2 antagonist assay, inhibition at 5 uM; inhibition, % at 5 µM; 97,000 compounds, 0.21% hits; in the data active = inhibition above about 45%;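 also: CRE beta-lactamase reporter cells expressing human S1P2 stimulated with S1P; 0% = agonist at EC80 alone and 100% = agonist plus reference antagonist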
PLAP act: PLAP enzyme activators, biochemical, luminescence, HTS. Alkaline phosphatase, placental type (Homo sapiens), P05187. purified PLAP enzyme, luminescent substrate read-out; hits give high values. activation fold at 20 µM. 96,000 compounds, 1.2% hits. AID 696, 2007; in the data active = activation fold above about 2
Mac1 fbg inh: inhibitors of CD11b/CD18 adhesion to fibrinogen, primary screen, K562 cells, luminescence; Integrin beta-2 (Homo sapiens) + Integrin alpha-M (Homo sapiens), P05107+P11215; inhibition, % at 10 µM; ATPlite luminescence; Mn2+ added to activate the integrin; 93,000 compounds, 0.54% hits;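 active = primary inhibition of 50% or more at 10 µM, then 40% or more on retest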; also: some results filed as inactive read as strong as hits
Target sequence (P05107 whole entry, looked up, other chains not shown): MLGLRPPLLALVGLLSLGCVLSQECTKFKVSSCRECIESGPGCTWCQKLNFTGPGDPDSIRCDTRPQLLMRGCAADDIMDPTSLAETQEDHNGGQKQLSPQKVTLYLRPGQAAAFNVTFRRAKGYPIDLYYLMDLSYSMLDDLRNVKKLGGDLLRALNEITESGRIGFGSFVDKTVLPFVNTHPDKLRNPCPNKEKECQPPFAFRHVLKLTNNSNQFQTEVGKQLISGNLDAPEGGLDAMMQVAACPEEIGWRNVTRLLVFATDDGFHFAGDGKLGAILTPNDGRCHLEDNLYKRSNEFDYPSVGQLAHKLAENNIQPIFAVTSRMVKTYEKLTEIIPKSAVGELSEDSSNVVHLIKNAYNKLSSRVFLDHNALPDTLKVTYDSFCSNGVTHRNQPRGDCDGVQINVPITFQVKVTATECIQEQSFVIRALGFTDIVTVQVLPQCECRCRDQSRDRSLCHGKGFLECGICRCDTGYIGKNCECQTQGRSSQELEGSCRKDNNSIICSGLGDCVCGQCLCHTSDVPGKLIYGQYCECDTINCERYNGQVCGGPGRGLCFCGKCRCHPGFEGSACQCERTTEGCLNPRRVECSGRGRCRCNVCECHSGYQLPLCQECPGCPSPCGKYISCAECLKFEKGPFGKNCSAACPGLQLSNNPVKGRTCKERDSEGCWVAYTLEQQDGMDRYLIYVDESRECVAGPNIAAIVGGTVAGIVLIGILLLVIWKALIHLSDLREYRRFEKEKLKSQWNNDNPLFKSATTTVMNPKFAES
E coli WT exp: growth inhibitors of wild-type E. coli, primary screen, strain BW25113, expanded library, OD600; OD600 absorbance; growth inhibition, % at 100 µM; 98,000 compounds, 0.15% hits;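 active = growth inhibition above about 50% at one test dose, limit read from the data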;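 also: growth measured after 20 h incubation at 37 °C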
sEH activator: soluble epoxide hydrolase activators, primary screen, biochemical, human sEH; Bifunctional epoxide hydrolase 2 (Homo sapiens), P34913; purified human sEH enzymatic activity, activator screen; activation, % at 2 µM; 91,000 compounds, 0.04% hits; AID 717, 2007; in the data active = activation above about 37%; also: values of inactives mirror those of a sister screen read the other way
PostGolgi yeast: phenotypic screen on post-Golgi transport, primary screen. 98,000 compounds, 0.9% hits. AID 739, 2007. inhibition, % at 10 µM. post-Golgi transport phenotypic cell assay;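 also: yeast cells grown in 1536-well plates; yeast grown about 18 h at 30C before absorbance read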
Active calls of the source: *; . = not tested or not shown. Rule as the data show it, unless noted: active = inhibition above about 30%; inactive = the rest.

SMILES	S1P2 agonist	PostGolgi ctrl	sEH inhibitor	S1P2 blocker	PLAP act	Mac1 fbg inh	E coli WT exp	sEH activator	PostGolgi yeast
CN1C(=O)c2cccc(NC(=O)CCc3ccccc3)c2C1=O	-3.7	-4.7	-1.6	2.2	1.2	-0.2	1.0	3.9	-2.7
CC(C)CNC(=O)COC(=O)/C=C/c1ccccc1[N+](=O)[O-]	-3.6	1.1	1.9	7.2	1	0.3	-1.0	1.2	-3.3
O=C(Nc1cccn(Cc2c(Cl)cccc2Cl)c1=O)c1c(Cl)cccc1Cl	-5.0	92.9*	8.6	-3.2	1.1	.	-13.0	-10.8	5.6
Cc1ccccc1-n1c(SCc2c(C)noc2C)nnc1-c1c[nH]c2ccccc12	-2.9	8.4	-0.6	13.2	1	-6.1	-7.0	0.1	-2.2
CCOc1nc(-c2ccccc2)ccc1-c1noc(-c2ccncc2)n1	.	-4.3	.	.	1.2	-6.3	3.0	.	-7.4
CCOC(=O)/C(C#N)=C1/C=Nc2ccccc2N1	-5.5	40.7*	.	-11.4	1	6.0	3.0	.	-2.8
COc1ccccc1N=c1oc2cc(O)ccc2cc1C(N)=O	44.5*	4.2	3.0	-34.3	0.9	-0.7	0.0	-1.8	-4.7
CCOC(=O)c1cn[nH]c1N	-5.9	13.2	.	-2.2	0.9	-29.8	-7.0	.	3.6
CCn1c(SCC(=O)NCCOc2ccccc2)nc2ccccc2c1=O	-5.7	15.7	-4.4	11.1	0.8	-11.9	8.0	4.0	-4.1
CS(=O)(=O)N(CC(=O)N1CCN(Cc2ccccc2)CC1)c1ccc2c(c1)OCCO2	-5.9	-6.8	-6.0	-13.7	1.6	-3.3	2.0	8.1	-3.0
O=C(Nc1cccc(Cl)c1)N1CCCC1	-4.5	12.5	-2.1	11.0	0.8	1.5	7.0	0.1	-0.7
CCOC(=O)N1CCC(N2C(=O)c3ccccc3C2Nc2cc(OC)c(OC)c(OC)c2)CC1 (stereo not drawn)	-3.6	4.3	-0.3	-3.5	.	.	-2.0	0.0	4.8
c1ccc(Cn2nnnc2CN2CCOCC2)cc1	1.4	-5.7	4.1	-10.5	1	.	2.0	-4.2	-3.8
O=C(CCCNS(=O)(=O)c1cccs1)N1CCN(c2cccc(Cl)c2)CC1	.	1.6	.	.	1.3	20.6	-32.0	.	2.3
COc1ccc2c(c1)C=CC1(O2)N(CCO)c2ccccc2C1(C)C (stereo not drawn)	1.9	.	-19.1	-1.1	.	.	.	17.2	.
COc1cc(OC)cc(-c2cc(N)n(S(=O)(=O)Cc3ccccc3)n2)c1	-5.4	11.9	-2.5	1.3	0.7	1.8	2.0	1.4	1.8
COc1cc(CNc2ccc3[nH]c(=O)[nH]c3c2)ccc1OCC(=O)NC(C)(C)C	-1.5	0.5	3.5	27.5	1.3	-1.3	8.0	-3.4	0.3
CC(=NC1CCCC1)c1c(C)[nH]n(-c2nc3ccccc3s2)c1=O	-8.2	12.3	-10.6	4.4	1	-0.4	-1.0	5.9	13.6
CCCCN(CC)S(=O)(=O)c1ccc(C(=O)Nc2nnc(-c3ccccc3Cl)o2)cc1	-5.5	5.9	24.7	17.1	1.7	-5.2	-2.0	-24.3	-8.5
C=C(C)c1cccc(C(C)(C)NC(=O)Nn2cnnc2)c1	-5.6	8.6	-10.8	14.9	1.4	-3.4	4.0	10.3	-7.9
Cc1c(C(=O)Nc2ccncc2)oc2ccccc12	-9.1	5.1	-13.7	-5.5	1.1	-0.4	4.0	15.2	18.8
COc1cc(-c2nnc(CSc3nnc4nc(C)cc(C)n34)o2)cc(OC)c1OC	-1.9	9.8	-6.6	9.1	1.3	-7.8	-4.0	4.2	-2.4
CN(C)c1ccc(/C(=N\O)c2ccccc2)cc1	-6.2	5.9	8.1	7.7	0.8	6.6	5.0	-8.6	-1.9
COC(=O)c1nc2cc3c(cc2c(C)c1C(=O)OC)OCO3	3.7	25.4	-10.0	-9.4	1	-9.1	-5.0	8.6	-1.7
COc1ccc(NC(=O)CCC(=O)OCc2ccc(C(=O)Oc3ccc(Cl)cc3)cc2)cc1	-4.0	-9.9	5.6	14.9	1	1.4	2.0	-3.0	-4.0

Some of these compounds in order of their number in PostGolgi yeast, falling:
SMILES,PostGolgi yeast
COc1cc(-c2nnc(CSc3nnc4nc(C)cc(C)n34)o2)cc(OC)c1OC,-2.4
CN1C(=O)c2cccc(NC(=O)CCc3ccccc3)c2C1=O,-2.7
CCOC(=O)/C(C#N)=C1/C=Nc2ccccc2N1,-2.8
CC(C)CNC(=O)COC(=O)/C=C/c1ccccc1[N+](=O)[O-],-3.3
COc1ccc(NC(=O)CCC(=O)OCc2ccc(C(=O)Oc3ccc(Cl)cc3)cc2)cc1,-4.0
CCn1c(SCC(=O)NCCOc2ccccc2)nc2ccccc2c1=O,-4.1

Compound profiles (already shown).
c1ccc(Cn2nnnc2CN2CCOCC2)cc1 in the list: S1P2 agonist: 1.4; PostGolgi ctrl: -5.7; sEH inhibitor: 4.1; S1P2 blocker: -10.5; PLAP act: 1; Mac1 fbg inh: .; E coli WT exp: 2.0; sEH activator: -4.2; PostGolgi yeast: -3.8
CN1C(=O)c2cccc(NC(=O)CCc3ccccc3)c2C1=O in the list: S1P2 agonist: -3.7; PostGolgi ctrl: -4.7; sEH inhibitor: -1.6; S1P2 blocker: 2.2; PLAP act: 1.2; Mac1 fbg inh: -0.2; E coli WT exp: 1.0; sEH activator: 3.9; PostGolgi yeast: -2.7

Continued:
SMILES	S1P2 agonist	PostGolgi ctrl	sEH inhibitor	S1P2 blocker	PLAP act	Mac1 fbg inh	E coli WT exp	sEH activator	PostGolgi yeast
c1ccc2c(c1)NC1(CCCCC1)n1c-2nc2ccccc21	-2.3	1.2	-5.3	5.1	0.8	0.0	6.0	4.9	-1.1
COC(=O)C1CCN(C(=O)COc2cc3sc(C)nc3c3sccc23)CC1	-0.3	20.9	11.8	-22.8	1	-17.8	0.0	-12.2	-5.9
COc1cccc(NC(=O)CN2CCN(c3ccccc3F)CC2)c1	-0.4	32.1*	1.5	-3.0	0.8	-28.0	1.0	-4.8	-7.9
CCc1c(C(=O)Nc2ccccc2)c(C)[nH]c(=S)c1C#N	-2.5	0.6	-15.6	-6.2	1.2	-16.9	9.0	9.2	5.2
Cc1noc(/C=C/c2ccco2)c1S(=O)(=O)N1CCC(C(=O)N2CCc3ccccc32)CC1	-5.5	13.3	-3.5	25.0	1.4	-11.0	-13.0	7.3	-4.9
COc1ccccc1-n1c(SCC(=O)N2CCOCC2)nc(O)c(Cc2ccccc2)c1=O	-4.7	-8.4	-12.5	-12.6	1.2	6.6	0.0	14.2	-4.0
CCC(OC(=O)C1=Cc2ccccc2OC1)C(=O)NC1CCCC1 (stereo not drawn)	-0.9	16.0	-13.1	-2.3	1	-15.0	-1.0	10.8	16.4
Cn1c(N)c(C(=O)COC(=O)Cc2ccsc2)c(=O)n(C)c1=O	.	-1.8	.	.	1.1	-14.4	8.0	.	0.0
COc1ccc2occ(C(=O)c3ccc(N=C(C)N(C)C)cc3)c2c1	3.1	29.9	-0.8	-8.8	1.5	3.9	0.0	2.8	5.8
CC(C)C(C)(C#N)NC(=O)CSc1ncnc2sc(-c3ccccc3)cc12 (stereo not drawn)	-8.6	40.2*	-6.4	3.3	0.9	29.7	-14.0	5.5	-11.5
O=C(N/N=C/c1ccc(Cl)cc1Cl)C1CCN(c2ncc(C(F)(F)F)cc2Cl)CC1	-6.6	1.5	68.9	27.2	0.8	.	-9.0	-68.3	16.9
COc1ccccc1C(=O)N1CCN(C(=O)COc2cccc(C)c2)CC1	-3.5	-2.5	-12.4	-1.0	1.4	-22.3	0.0	10.3	-1.9
COc1cccc(C2C(C#N)=C(N)Oc3cc(C)[nH]c(=O)c32)c1OC (stereo not drawn)	-6.6	0.0	.	-6.2	1	8.3	1.0	.	-5.3
CCCn1c(=S)[nH]c2cc(C(=O)N3CCc4ccccc43)ccc2c1=O	6.9	102.9*	-5.1	-4.2	1.1	-8.8	-4.0	8.1	-1.9
CC1=C(C(=O)Nc2ccccc2)C(c2ccc3c(c2)OCO3)C2=C(CCCC2=O)N1 (stereo not drawn)	-4.2	18.7	-2.0	7.1	1.7	-5.4	2.0	5.7	-5.2
Cn1c(CSc2ccccc2)c(C#N)c2ccccc21	-2.4	29.1	-8.1	19.1	0.8	26.3	-21.0	8.2	-6.6
Clc1nc(NCc2cccnc2)nc(N2CCOCC2)n1	-5.9	.	5.0	4.2	.	.	.	-5.5	.
Cn1c(=O)n(C)c2cc(CNc3ccc(N4CCOCC4)c(C(=O)O)c3)ccc21	-1.0	-2.1	-13.0	14.2	1.4	-15.6	8.0	13.6	-7.4
O=C(COc1ccc(Cl)cc1)NCc1nnc(SCC(=O)NCc2ccc3c(c2)OCO3)o1	-4.9	2.1	8.4	5.1	0.9	-12.7	3.0	-8.1	-2.7
CC(C)C(NS(=O)(=O)c1ccc2c3c(cccc13)C(=O)N2)C(=O)O (stereo not drawn)	-0.1	.	6.6	12.8	0.9	-13.4	.	-5.0	.
COc1ccc(-c2oc(NC(=O)CSc3nncn3C)c(C#N)c2-c2ccc(OC)cc2)cc1	-2.6	-1.3	6.5	-18.2	1.6	4.9	2.0	-5.8	-2.9
CCOC(=O)N1CCC(NC(=O)c2cc(S(=O)(=O)N3CCc4ccccc43)cn2C)CC1	2.5	2.5	4.8	24.2	0.9	-6.0	-1.0	-4.9	-2.3
COc1cccc2cc(-c3cn4ccc(C)cc4n3)c(=O)oc12	-2.1	.	-5.9	-22.6	.	.	.	5.5	.
Cc1ccc(S(=O)(=O)NC(C)C(=O)Nc2ccc(C(N)=O)cc2)cc1 (stereo not drawn)	-6.4	4.5	-0.1	2.6	1	-13.6	0.0	2.6	0.3
Cc1[nH]c2ccccc2c1C(=O)Cn1c(=O)oc2ccccc21	3.9	-11.5	-1.3	-21.7	0.7	11.6	3.0	1.0	5.9
SMILES	S1P2 agonist	PostGolgi ctrl	sEH inhibitor	S1P2 blocker	PLAP act	Mac1 fbg inh	E coli WT exp	sEH activator	PostGolgi yeast
COC1CCCCC1NS(=O)(=O)c1ccc(Cl)cc1 (stereo not drawn)	-0.1	6.1	.	-4.4	1.1	-6.3	-2.0	.	0.2
O=S(=O)(c1cccc(C(F)(F)F)c1)N(CCCN1CCOCC1)Cc1cccs1	-10.7	12.8	1.6	2.8	1.4	-5.4	3.0	0.5	-1.5
O=C(CCC(=O)NC1CCN(Cc2ccccc2)CC1)NCc1ccco1	.	9.8	.	.	1.1	9.2	1.0	.	4.7
COc1ccc(CN(CC(=O)NCC2CCCO2)C(=O)CCC(=O)Nc2cc(C)ccn2)cc1 (stereo not drawn)	-3.6	5.6	-5.6	8.1	1.7	-6.4	-2.0	3.0	8.2
COc1ccc2oc(=O)c(-c3nnc(NCc4ccco4)s3)cc2c1	-5.6	-3.2	-6.8	13.2	0.9	-5.7	-12.0	4.2	39.8*
Cc1cc(C)cc(C(=O)/C=C2\NC(=O)CS2)c1	-5.6	-1.7	-4.2	-2.0	1.1	-4.8	5.0	3.7	-4.2
COc1ccc(Oc2nc3c(c(=O)n(C)c(=O)n3C)n2Cc2cccc(OC)c2)cc1	-5.4	-5.7	.	15.0	1	0.9	-5.0	.	16.5
CCOC(=O)c1[nH]c(C)c(/C(O)=C2\C(=O)C(=O)N(CCCN(C)C)C2c2cccnc2)c1C (stereo not drawn)	-0.8	-3.3	-3.7	19.9	1.2	-11.0	-1.0	2.4	0.5
CC(C)OCCCNc1ncc2c(n1)CC(c1ccc(N(C)C)cc1)CC2=O (stereo not drawn)	0.0	11.4	0.9	-13.3	1.3	1.7	-4.0	0.5	-6.9
CCCCC1CC(/C(C)=N/NC(N)=O)OC1=O (stereo not drawn)	-2.2	-2.0	-15.8	-3.5	1.1	4.5	2.0	14.0	2.3
O=C(c1ccccc1)N1CCN2C(=O)c3ccccc3C12c1ccc(Cl)cc1 (stereo not drawn)	-8.8	10.1	5.0	-3.9	1.4	9.1	-13.0	-3.7	-5.4
COC(=O)CNC(=O)C1CCCN1C(=O)OC(C)(C)C (stereo not drawn)	-3.9	-0.9	22.3	-9.2	1.3	10.5	-6.0	-22.0	0.3
CN1CC(=O)N(CC(=O)NCc2ccc(F)cc2)c2ccccc2C1=O	-2.8	-3.4	-4.6	-9.8	1.4	-0.3	-1.0	2.8	-5.3
